Source: PubChem (Broad Institute)
Pf Dd2 growth: P. falciparum Dd2 growth inhibitors, primary screen, SYBR Green fluorescence, single dose replicates; 72 h; stronger effect = lower value; activity change, % at 10 µM; hit rate 2.3% among 94,000; AID 1159554, 2015; in the data active = activity change below about -80%
KDM4C inh: inhibitors of GASC-1 (KDM4C) histone demethylase, primary screen, biochemical, single concentration HTS; Lysine-specific demethylase 4C (Homo sapiens), Q9H3R0; hit rate 0.15% among 96,000; inhibition, % at 12.5 µM; GST-KDM4C 2-372, H3K9me3 peptide, LANCE TR-FRET;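 active = mean replicate inhibition above about 25%, with at least 55% of replicates also reaching it, limit read from the data, passing the limit was not always enough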
Target sequence (Q9H3R0 2-372 limits assumed): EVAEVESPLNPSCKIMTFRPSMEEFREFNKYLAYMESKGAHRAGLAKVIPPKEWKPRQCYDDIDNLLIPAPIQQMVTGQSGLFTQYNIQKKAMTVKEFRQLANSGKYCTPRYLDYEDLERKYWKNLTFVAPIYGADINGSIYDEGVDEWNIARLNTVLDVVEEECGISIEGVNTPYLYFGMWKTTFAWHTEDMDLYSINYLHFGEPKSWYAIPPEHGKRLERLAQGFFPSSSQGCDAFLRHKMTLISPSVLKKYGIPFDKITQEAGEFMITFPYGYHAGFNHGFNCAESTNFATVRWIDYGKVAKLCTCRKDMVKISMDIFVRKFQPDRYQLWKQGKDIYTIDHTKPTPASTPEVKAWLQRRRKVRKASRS
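material = GST-tagged GASC-1 (JMJD2C) catalytic fragment, aa 2-372 | amount = enzyme final amount 10 nM | medium = HEPES buffer, pH 7.5, plus ascorbate | also added = H3K9me3 peptide substrate, Fe(II), 2-oxoglutarate | dosing = single dose | times = 30 min demethylation and 1 h detection at room temperature | detection = LANCE TR-FRET | read-out basis = Fall in 671/618 emission ratio as inhibition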
C diff HTS: C. difficile growth inhibitors, primary screen, HTS; Clostridium difficile clinical isolate growth, OD600, 24 h; stronger effect = lower value; hit rate 0.25% among 86,000; AID 1259249, 2017; growth activity, negative = inhibition, % at 16 µg/mL (by protocol);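 active = mean growth activity at or below -80% and every replicate also at or below -80%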;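 note: 0% = DMSO wells and -100% = levofloxacin 16 µg/mL wells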
Tcruzi prolif: T. cruzi intracellular proliferation inhibitors, primary screen, cell-based, beta-gal Tulahuen parasites, NIH3T3 host, luminescence; T. cruzi beta-gal in NIH3T3, GalScreen luminescence, 90 h; inhibition, % at 8.34 µM; hit rate 5.9% among 77,000;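 active = mean inhibition above about 93%, with at least 55% of replicates each passing it, limit read from the data, passing the limit was not always enough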
* hit, by the source's call; & = joins results of further samples. Rows are unselected, and some 6.8% of all compounds hit somewhere here.

`C[C@@H]1CN([C@H](C)CO)C(=O)c2cc(C3=CCCCC3)cnc2O[C@H]1CN(C)Cc1ccncc1` gave KDM4C inh 4.5, C diff HTS -1 and Tcruzi prolif 28.
For Cc1noc(C)c1NC(=O)NCC[C@H]1CC[C@H](NC(=O)c2ccccc2)[C@@H](CO)O1 the results were Pf Dd2 growth 8, KDM4C inh -2.1, C diff HTS 10 and Tcruzi prolif 14.
`COc1ccc(-c2ccc([C@H]3[C@@H](CO)N4CCCCN(CC5CCOCC5)C[C@@H]34)cc2)cc1` gave Pf Dd2 growth 0, KDM4C inh -0.5, C diff HTS -2 and Tcruzi prolif 99*.
CCCC#Cc1ccc2c(c1)O[C@@H](CN(C)C(=O)NC(C)C)[C@H](C)CN([C@@H](C)CO)S2(=O)=O was read as Pf Dd2 growth -13, KDM4C inh 9.9, C diff HTS -3 and Tcruzi prolif 79.
Cc1noc(C)c1S(=O)(=O)N(C)C[C@@H]1Oc2ccc(NS(=O)(=O)c3ccccc3)cc2C(=O)N([C@H](C)CO)C[C@@H]1C was read as Pf Dd2 growth -8, KDM4C inh 0.1, C diff HTS -1 and Tcruzi prolif 1.
`C[C@@H]1CCCCO[C@H](CN(C)S(=O)(=O)c2ccc(F)cc2)[C@H](C)CN([C@@H](C)CO)C(=O)c2cc(NC(=O)CCC(F)(F)F)ccc2O1` gave KDM4C inh -0.3, C diff HTS -4 and Tcruzi prolif -35.
Screening C[C@@H]1CN([C@@H](C)CO)C(=O)c2cccc(NS(=O)(=O)c3ccccc3)c2O[C@H]1CN(C)Cc1ccc(Oc2ccccc2)cc1 returned Pf Dd2 growth -83*, KDM4C inh -1.1, C diff HTS -4 and Tcruzi prolif 78.
For CN1C(=O)c2cc(NC(=O)c3cccc(F)c3)ccc2OC[C@@H]2O[C@H](CC(=O)N3CCc4ccccc4C3)CC[C@@H]21 the results were Pf Dd2 growth -15, KDM4C inh -2.1, C diff HTS -2 and Tcruzi prolif 74.
C[C@H](CO)N1C[C@H](C)[C@H](CN(C)C(=O)Nc2ccc(F)cc2)Oc2ccc(NC(=O)c3ccncc3)cc2CC1=O was read as Pf Dd2 growth 1, KDM4C inh -2.0, C diff HTS -1 and Tcruzi prolif 9.
For C[C@@H]1CCCCO[C@H](CN(C)CC2CC2)[C@@H](C)CN([C@H](C)CO)C(=O)c2cc(NC(=O)Nc3ccc(F)cc3)ccc2O1 the results were KDM4C inh 1.0, C diff HTS 4 and Tcruzi prolif 18.
CN(C)C(=O)c1ccc(-c2ccc3c(c2)[C@@H]2[C@@H](CCN2C(=O)c2cnccn2)[C@@H](CO)N3)cc1 was read as Pf Dd2 growth 1, KDM4C inh -1.5, C diff HTS -10 and Tcruzi prolif 77.
For C[C@@H]1CN([C@H](C)CO)C(=O)c2cc(NC(=O)CCN3CCOCC3)ccc2O[C@H]1CN(C)C the results were Pf Dd2 growth 2, KDM4C inh 0.5 and C diff HTS -1.
Screening CC(=O)N1[C@@H]2c3cccc(=O)n3C[C@H]1[C@H](CO)[C@H]2C(=O)N[C@@H](C)c1ccccc1 returned Pf Dd2 growth 0, KDM4C inh -1.9 and C diff HTS 16.
COc1ccc(NC(=O)N(C)C[C@@H]2Oc3ccc(NC(=O)Nc4ccccc4)cc3CC(=O)N([C@H](C)CO)C[C@@H]2C)cc1 was read as Pf Dd2 growth 11, KDM4C inh -2.3, C diff HTS 4 and Tcruzi prolif 15.
Screening CO[C@H]1CN(C)C(=O)c2ccc(NC(=O)Cc3ccccc3)cc2OC[C@H](C)N(C)C[C@H]1C returned Pf Dd2 growth -11, KDM4C inh 0.2, C diff HTS 0 and Tcruzi prolif -55.
C[C@H](CO)N1C[C@H](C)[C@H](CN(C)C(=O)c2ccc3c(c2)OCO3)Oc2cc(C#Cc3ccccc3F)ccc2S1(=O)=O was read as Pf Dd2 growth -67, KDM4C inh 0.6 and C diff HTS -3.
`COCC#Cc1cnc2c(c1)C(=O)N([C@H](C)CO)C[C@H](C)[C@@H](CN(C)C(=O)Nc1cc(F)ccc1F)O2` gave Pf Dd2 growth -23, KDM4C inh -0.5 and C diff HTS -6.
Screening C[C@@H]1CN([C@@H](C)CO)C(=O)c2cc(NC(=O)Cc3ccccc3)ccc2O[C@H]1CN(C)S(C)(=O)=O returned Pf Dd2 growth 12, KDM4C inh 0.3, C diff HTS -2 and Tcruzi prolif 32.
`C[C@@H]1CN([C@@H](C)CO)C(=O)c2cc(C#CC3CCCCC3)cnc2O[C@@H]1CN(C)S(=O)(=O)c1ccc(F)cc1` gave Pf Dd2 growth -18&-60, KDM4C inh -1.7, C diff HTS -5&-10 and Tcruzi prolif 87&91.
CN(C)CC(=O)Nc1ccc2c(c1)[C@@H]1C[C@@H](CC(=O)NCc3cccnc3)O[C@@H](CO)[C@@H]1O2 was read as Pf Dd2 growth 23, KDM4C inh -0.4, C diff HTS -3 and Tcruzi prolif 17.
For CN1C(=O)c2cc(NC(=O)NC3CCCC3)ccc2OC[C@@H]2O[C@H](CC(=O)NCC3CC3)CC[C@H]21 the results were Pf Dd2 growth -5, KDM4C inh 1.3, C diff HTS 7 and Tcruzi prolif 31.
`CNC[C@H]1Oc2ccc(NS(=O)(=O)c3cccs3)cc2CC(=O)N([C@@H](C)CO)C[C@@H]1C` gave Pf Dd2 growth 16, KDM4C inh 0.4, C diff HTS 0 and Tcruzi prolif 24.
`C[C@@H]1CN([C@@H](C)CO)C(=O)c2cc(NC(=O)Nc3ccc(F)cc3)ccc2O[C@@H](C)CCCCO[C@@H]1CN(C)C(=O)c1ccccc1` gave Pf Dd2 growth -63, KDM4C inh -0.1, C diff HTS 3 and Tcruzi prolif 84.
C[C@H](CO)N1C[C@H](C)[C@@H](CN(C)Cc2ccc(Cl)c(Cl)c2)Oc2c(NC(=O)C3CCOCC3)cccc2C1=O was read as Pf Dd2 growth -24, KDM4C inh -0.3, C diff HTS -3 and Tcruzi prolif -1.
`C[C@@H]1CN([C@@H](C)CO)S(=O)(=O)c2ccc(C#Cc3ccncc3)cc2O[C@H]1CN(C)C` gave Pf Dd2 growth -48, KDM4C inh -0.7, C diff HTS 3 and Tcruzi prolif 29.
CNC[C@H]1Oc2cc(C#Cc3cccnc3)ccc2S(=O)(=O)N([C@@H](C)CO)C[C@@H]1C was read as Pf Dd2 growth -79, KDM4C inh -1.4, C diff HTS -4 and Tcruzi prolif 17.
Screening CO[C@H]1CN(C)C(=O)c2cc(NC(=O)Cc3ccccc3)ccc2OC[C@H](C)NC[C@H]1C returned Pf Dd2 growth 4, KDM4C inh -1.9 and Tcruzi prolif 8.
For C[C@H](CO)N1C[C@H](C)[C@H](CN(C)Cc2ccncc2)OCCCC[C@H](C)Oc2ccc(NS(=O)(=O)c3cccs3)cc2C1=O the results were Pf Dd2 growth 4, KDM4C inh 1.5, C diff HTS 2 and Tcruzi prolif 65.
Screening COCC(=O)N(C)C[C@@H]1Oc2ncc(C#CC3(O)CCCC3)cc2C(=O)N([C@@H](C)CO)C[C@H]1C returned Pf Dd2 growth 9, KDM4C inh 0.8, C diff HTS -1 and Tcruzi prolif -1.
`O=C(C[C@@H]1CC[C@H](NC(=O)Nc2cc(F)ccc2F)[C@@H](CO)O1)NCCCN1CCOCC1` gave Pf Dd2 growth 7, KDM4C inh 0.9 and C diff HTS -7.
Screening C[C@@H]1CCCCO[C@H](CN(C)S(=O)(=O)c2ccc(Cl)cc2)[C@@H](C)CN([C@H](C)CO)C(=O)c2cc(NS(=O)(=O)c3ccc(F)cc3)ccc2O1 returned Pf Dd2 growth -27, KDM4C inh 0.3, C diff HTS -1 and Tcruzi prolif 80.
Screening O=C(C[C@@H]1C=C[C@@H](NC(=O)CN2CCOCC2)[C@H](CO)O1)NC1CCC1 returned Pf Dd2 growth -2, KDM4C inh 6.5 and C diff HTS 3.
Screening CNC[C@H]1Oc2ccc(NC(=O)Nc3cccc4ccccc34)cc2C(=O)N([C@@H](C)CO)C[C@@H]1C returned Pf Dd2 growth 7, KDM4C inh -0.4 and C diff HTS -1.
Screening CC(C)NC(=O)N(C)C[C@@H]1Oc2c(NC(=O)c3cnccn3)cccc2C(=O)N([C@H](C)CO)C[C@H]1C returned Pf Dd2 growth 3, KDM4C inh -1.7 and C diff HTS 4&-3.
Screening CCCC#Cc1ccc2c(c1)O[C@@H](CN(C)C(=O)NC(C)C)[C@@H](C)CN([C@@H](C)CO)S2(=O)=O returned Pf Dd2 growth -34, KDM4C inh 0.1, C diff HTS -1 and Tcruzi prolif 20.
`C[C@@H]1CN([C@@H](C)CO)C(=O)c2cccc(NC(=O)NC3CCCCC3)c2O[C@@H]1CN(C)C(=O)Nc1ccc(F)cc1` gave Pf Dd2 growth -47, KDM4C inh -1.0, C diff HTS -17 and Tcruzi prolif 33.
`C[C@@H]1CN([C@H](C)CO)C(=O)c2cc(NC(=O)CCC(F)(F)F)ccc2O[C@@H]1CN(C)Cc1ccccc1` gave Pf Dd2 growth -14, KDM4C inh 5.2, C diff HTS -1 and Tcruzi prolif -7.
For C[C@H](CO)N1C[C@H](C)[C@@H](CN(C)Cc2ccc(C(=O)Nc3ccccc3N)cc2)Oc2c(NS(=O)(=O)c3ccc(F)cc3)cccc2C1=O the results were Pf Dd2 growth -44, KDM4C inh 1.2 and C diff HTS 4.
Screening C[C@@H]1CCCCO[C@@H](CN(C)Cc2ccc(C(=O)O)cc2)[C@@H](C)CN([C@@H](C)CO)C(=O)c2cc(NC(=O)CCC(F)(F)F)ccc2O1 returned Pf Dd2 growth 0, KDM4C inh 1.3, C diff HTS 1 and Tcruzi prolif -26.
For CN(C)C(=O)C[C@H]1C=C[C@@H](NC(=O)NC2CCCCC2)[C@H](CO)O1 the results were Pf Dd2 growth -5, KDM4C inh 0.7 and C diff HTS -1.

Some of these compounds in order of SMILES length, high to low:
Screening CC(C)NC(=O)N(C)C[C@@H]1Oc2c(NC(=O)c3cnccn3)cccc2C(=O)N([C@H](C)CO)C[C@H]1C returned Pf Dd2 growth 3, KDM4C inh -1.7 and C diff HTS 4&-3.
Screening CNC[C@H]1Oc2ccc(NC(=O)Nc3cccc4ccccc34)cc2C(=O)N([C@@H](C)CO)C[C@@H]1C returned Pf Dd2 growth 7, KDM4C inh -0.4 and C diff HTS -1.
CNC[C@H]1Oc2cc(C#Cc3cccnc3)ccc2S(=O)(=O)N([C@@H](C)CO)C[C@@H]1C was read as Pf Dd2 growth -79, KDM4C inh -1.4, C diff HTS -4 and Tcruzi prolif 17.
For CN(C)C(=O)C[C@H]1C=C[C@@H](NC(=O)NC2CCCCC2)[C@H](CO)O1 the results were Pf Dd2 growth -5, KDM4C inh 0.7 and C diff HTS -1.

More compounds
For CO[C@@H]1CN(C)C(=O)c2cc(NC(=O)c3ccc(-c4ccccc4)cc3)ccc2OC[C@H](C)NC[C@H]1C the results were Pf Dd2 growth -47 and KDM4C inh 0.7.
`COc1cccc(C(=O)Nc2ccc3c(c2)OC[C@H](C)N(C(C)=O)C[C@H](C)[C@@H](OC)CN(C)C3=O)c1` gave Pf Dd2 growth -1, KDM4C inh 0.2 and Tcruzi prolif -27.
For Cc1noc(C)c1NC(=O)N(C)C[C@@H]1OCCCC[C@@H](C)Oc2ccc(NC(=O)Nc3ccc(F)cc3)cc2C(=O)N([C@H](C)CO)C[C@H]1C the results were Pf Dd2 growth -1, KDM4C inh -0.7, C diff HTS 6 and Tcruzi prolif 58.
`Cc1ccc(S(=O)(=O)N[C@H]2C=C[C@@H](CC(=O)N3CCc4ccccc4C3)O[C@@H]2CO)cc1` gave Pf Dd2 growth -19, KDM4C inh -1.0, C diff HTS -9 and Tcruzi prolif -11.
Screening O=S(=O)(c1ccccc1)N1[C@@H]2CNc3ccccc3[C@@H]2[C@@H]1CO returned Pf Dd2 growth 12, KDM4C inh -1.7, C diff HTS 15 and Tcruzi prolif 36.
Screening CN1C(=O)c2cc(NC(=O)C3CCOCC3)ccc2OC[C@@H]2O[C@H](CC(=O)NC3CCCC3)CC[C@@H]21 returned Pf Dd2 growth -4, KDM4C inh 1.5, C diff HTS -5 and Tcruzi prolif 36.
Screening C[C@H](CO)N1C[C@H](C)[C@@H](CN(C)S(=O)(=O)c2ccc(Cl)cc2)Oc2ccc(NS(C)(=O)=O)cc2CC1=O returned Pf Dd2 growth 2, KDM4C inh -0.1, C diff HTS 2 and Tcruzi prolif -11.
